TbREL1 primary – TbREL1 RNA ligase inhibitors, primary screen, biochemical, FRET fluorescence; RNA-editing ligase 1, mitochondrial (Trypanosoma brucei brucei), P86926; TbREL1 RNA ligation; inhibition, % at 9.66 µM; 89,000 compounds, 0.49% hits;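 active means inhibition above the mean inhibition across all screened compounds plus 3 SD, cut at about 11% in these data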;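 further: 0% = plate median of test wells and 100% = NSC42067 control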
Target sequence (P86926 whole entry, looked up): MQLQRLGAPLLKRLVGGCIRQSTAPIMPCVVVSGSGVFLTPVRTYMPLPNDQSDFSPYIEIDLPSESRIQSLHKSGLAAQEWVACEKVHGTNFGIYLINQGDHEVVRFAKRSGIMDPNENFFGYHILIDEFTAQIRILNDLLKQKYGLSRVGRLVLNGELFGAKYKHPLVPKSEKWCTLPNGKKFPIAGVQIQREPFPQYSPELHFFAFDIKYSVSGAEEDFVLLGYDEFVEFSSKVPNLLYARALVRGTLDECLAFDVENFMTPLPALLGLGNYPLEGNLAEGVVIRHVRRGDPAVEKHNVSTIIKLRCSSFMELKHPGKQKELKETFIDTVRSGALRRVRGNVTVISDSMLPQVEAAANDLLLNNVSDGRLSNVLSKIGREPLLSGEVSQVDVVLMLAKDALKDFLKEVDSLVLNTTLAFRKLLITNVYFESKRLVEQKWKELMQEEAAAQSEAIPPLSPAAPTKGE
* hit, by the source's call. Only part of the results is shown (hit frequency here may not be typical).

SMILES	TbREL1 primary
CC1CCCN(C(=O)c2ccc3c(c2)OCCO3)C1 (stereo not drawn)	-1
O=C1CCC(=O)N1c1ccc(-c2nc3sc4c(c3c(=O)o2)CCC4)cc1	1
CC(=O)NCCOC(=O)Nc1ccncc1	0
Cc1ccc(C)c(S(=O)(=O)N/N=C2/CCCc3ccccc32)c1	-1
CC1CCN(c2c(NCc3ccc(C(=O)NCc4ccccc4)cc3)c(=O)c2=O)CC1	0
COC(=O)c1cc(S(=O)(=O)NCC2CCN(Cc3ccc(C)cc3)CC2)c[nH]1	-4
Cc1ccc(C)c(NC(=O)CCS(=O)(=O)c2ccccc2)c1	3
Cc1ccc(S(=O)(=O)N2CCCOC2CNC(=O)C(=O)NCc2ccncc2)cc1 (stereo not drawn)	5
COCCSc1ccccc1C(=O)Nc1nnc(COC)s1	-2
Fc1ccccc1OCCCN1CCOCC1	11
CCOC(=O)c1c(NC(=O)C2C3C=CC(C3)C2C(=O)O)sc2c1CC(C)(C)OC2 (stereo not drawn)	-2
C=CCn1c(SCC(=O)NC(=O)NCCC)nnc1C1CCCCC1	-1
CCN(C(=O)COC(=O)Cc1ccc(F)cc1)c1c(N)n(Cc2ccccc2)c(=O)[nH]c1=O	0
CC(C)(C)OC(=O)[C@H](Cc1ccccc1)NC(=O)c1[nH]cnc1C(=O)Nc1ccc(Cl)cc1	2
Cc1nc(S(=O)(=O)c2ccc(Br)cc2)nc2c1CCC2	-3
CCOC(=O)C1(C)CCCN(C(=O)c2ccc(C#N)cc2)C1 (stereo not drawn)	-1
CC1CCN(C(=O)CS(=O)(=O)Cc2ccccc2)CC1	4
CCOc1ccc(NC(=O)CCCCn2c(=O)[nH]c3ccsc3c2=O)cc1	-1
CN1CCN(S(=O)(=O)c2ccc(Cl)c(C(F)(F)F)c2)CC1	-2
CC1(c2nnc(Cc3ccccc3)o2)CC(c2ccncc2)=NO1 (stereo not drawn)	-1
O=C(NCCCNC(=O)c1ccccc1F)c1ccco1	1
CCOc1ccc(C(=O)N2CCN(Cc3ccccc3)CC2)cc1	0
CCOC(=O)CN(C(=O)CNC(=O)c1cccs1)C(C(=O)NC1CCCC1)c1cccnc1 (stereo not drawn)	0
CCOC(=O)C1CCCN(C(=O)c2cc3c(=O)n(C)c4ccccc4c3n2C)C1 (stereo not drawn)	-1
Cc1ccc(Nc2nc(N)nc(COC(=O)C3=COCCO3)n2)cc1	1
Continuation.
SMILES	TbREL1 primary
Cc1ccc2c(c1)C(=O)N(CCCCO)C2=O	-1
C[C@H](NC(=O)c1nc[nH]c1C(=O)N1CCN(c2ccccc2)CC1)c1ccccc1	3
O=C1CCC(=O)N1c1cccc(OS(=O)(=O)c2ccccc2)c1	-1
Cc1cccc(OCCNC(=O)c2cccc(Oc3ccc(C(F)(F)F)cc3[N+](=O)[O-])c2)c1	0
Cc1cccc(-c2c(NC(=O)c3ccco3)oc3c(C)cccc3c2=O)c1	1
CC(C)CC1NC(=O)c2cc(Cl)ccc2-n2c1nc1ccc(F)cc1c2=O (stereo not drawn)	0
O=C(NC1CCCC1)C1CC1c1ccccc1 (stereo not drawn)	3
CNc1ccc(/C=C(\CCC(=O)O)c2nc3ccccc3s2)cc1[N+](=O)[O-]	-3
COc1ccc(-n2c(-c3ccccc3)c[n+]3c2CCC3)cc1	3
CCc1ccccc1NC(=O)CSc1nnc([C@@H](N)Cc2ccccc2)o1	0
CCOC(=O)C1CCN(Cc2ccc3ccccc3c2)CC1	4
Cc1cccc(NC(=S)NCC(c2ccccc2)N(C)C)c1 (stereo not drawn)	-7
CCN1CCCC1CNC(=O)c1ccc2c(c1)N(Cc1ccccc1F)C(=O)c1ccccc1S2(=O)=O (stereo not drawn)	0
COCC1CCN(C(=O)CC2C(=O)NCCN2Cc2cccc(Oc3ccccc3)c2)CC1 (stereo not drawn)	-4
Cc1csc(NC(=O)CSc2nc(C)cs2)n1	-2
CC(=O)C1C(c2cccc([N+](=O)[O-])c2)C2C(C)=NN=C2CC1(C)O (stereo not drawn)	0
Cc1cc2c(c(=O)n1CCCn1ccnc1)C(c1ccco1)C(C#N)=C(N)O2 (stereo not drawn)	1
O=C(O[C@H]1CC[C@@]23CCCN2C(=O)CCC[C@H]3C1)N1CCN(c2ccccc2)CC1	8
Cc1ccc2c(c1)C1CN(C)CCC1N2C(=O)c1ccc(Cl)c(S(=O)(=O)N2CCOCC2)c1 (stereo not drawn)	2
CCCc1cc(=O)oc2cc(OCC(=O)NCCCN3CCOCC3)c(Cl)cc12	-2
CC(C)CSc1ncnc2c1oc1nc3c(cc12)COC(C)(C)C3	-1
Cc1ccc(-n2nnnc2-c2cnn(-c3cccc(F)c3)c2C(F)(F)F)cc1	6
Cc1ccc(CNC(=O)CCn2cc(-c3ccc(C)cc3)nc2-c2ccncc2)cc1	-1
O=C(COc1ccc(S(=O)(=O)N2CCCCC2)cc1)NCc1ccncc1	2
C#CCOCCOCCOCCNc1nc(N2CCN(C(=O)Cn3cc(CC(C)O)nn3)CC2)nc(N2CCN(C(=O)Cn3cc(CC(C)O)nn3)CC2)n1 (stereo not drawn)	0
Additional results.
SMILES	TbREL1 primary
CCCCn1c(N)c(N(CCOC)C(=O)c2cc(Cl)nc3ccccc23)c(=O)[nH]c1=O	-4
O=C(Nc1ccccc1)/C(=C/c1ccc([N+](=O)[O-])cc1)NC(=O)c1ccccc1	6
Cc1ccc(Cl)cc1NC(=S)N(C)N	-5
Oc1ccc(Br)cc1/C=N/Nc1nc(N2CCCCC2)nc(N2CCOCC2)n1	1
Cc1cccc(NC(=O)N2CCC(N(C)CCC(C)C)CC2)c1	0
COC(=O)C(Cc1ccccc1)NC(=O)C(N)CC(=O)O (stereo not drawn)	3
O=C(NNS(=O)(=O)c1ccccc1)c1ccccc1-n1cccc1	-2
Cc1ccc(S(=O)(=O)N(C)c2cc(S(=O)(=O)N3CCOCC3)c(C)cc2C)cc1	0
O=C(OCCCc1cc2ccccc2c(=O)o1)c1ccccc1C(F)(F)F	-2
CCOC(=O)[C@]12CCC=C1N(Cc1ccccc1)C(=O)[C@H](CC(=O)NCCC(C)C)C2	-2
COc1ccc(C2C(C(=O)NCC3CCCO3)c3cc(OC)c(OC)cc3C(=O)N2C)cc1OC (stereo not drawn)	0
Cc1ccc(SCC(=O)OCC(=O)N(CCC#N)c2ccccc2)cc1C	-1
COc1cc2c(cc1OC)C(C)N(C(=S)Nc1ccccc1)CC2 (stereo not drawn)	-4
O=C(Nc1ccccc1)N1CCn2c1nc1ccccc12	-4
C/C=C(\C)C(=O)Nc1cccc(C2=NOC3(C2)C[C@@H](C(N)=O)N(C(=O)c2cc([N+](=O)[O-])cc([N+](=O)[O-])c2C)C3)c1 (stereo partly drawn)	-2
Cc1cc(C(=O)NCCN2CCN(c3cccc(Cl)c3)CC2)n(-c2ccccc2)n1	-5
COc1ccc(-c2nnc(SCc3cc(C)ccc3C)n2N)cc1	-2
Cc1nc([N+](=O)[O-])c(N2CCN(Cc3ccccc3)CC2)n1Cc1ccccc1	-3
COc1ccc(C(=O)N2CCN(c3ccccn3)CC2)cc1	-2
COc1ccc(CCNC(=O)COC(=O)c2cnc(C)cn2)cc1OC	2
CC[C@H]1OC(=O)[C@H](C)[C@@H](O[C@H]2C[C@@](C)(OC)[C@@H](O)[C@H](C)O2)C(C)[C@@H](O[C@@H]2O[C@H](C)C[C@H](N(C)C)[C@H]2O)[C@](C)(O)C[C@@H](C)CN(C)[C@H](C)[C@@H](O)[C@]1(C)O (stereo partly drawn)	-2
C=CCNC(=S)NNC(=O)c1cccn(Cc2ccc(Cl)cc2Cl)c1=O	-5
CN(Cc1ccccc1)C(=O)c1ccc(NC(=O)c2ccccc2)cc1	0
COc1cccc(CC(=NO)c2cccc(OC)c2)c1	4
COC(=O)[C@]12C[C@H](CC(=O)N3CCCCC3)C(=O)N(Cc3ccc(Cl)cc3Cl)C1=C[C@H](COCc1ccccc1)O[C@@H]2C	3

Random excerpt: two records from the list
SMILES	TbREL1 primary
O=C(OCCCc1cc2ccccc2c(=O)o1)c1ccccc1C(F)(F)F	-2
COc1cccc(CC(=NO)c2cccc(OC)c2)c1	4

Reformatted in markdown: entries from further up
| mol | TbREL1 primary |
| --- | --- |
| CCOC(=O)[C@]12CCC=C1N(Cc1ccccc1)C(=O)[C@H](CC(=O)NCCC(C)C)C2 | -2 |
| COc1ccc(C2C(C(=O)NCC3CCCO3)c3cc(OC)c(OC)cc3C(=O)N2C)cc1OC (stereo not drawn) | 0 |
| Cc1ccc(SCC(=O)OCC(=O)N(CCC#N)c2ccccc2)cc1C | -1 |
| COc1cc2c(cc1OC)C(C)N(C(=S)Nc1ccccc1)CC2 (stereo not drawn) | -4 |
| O=C(Nc1ccccc1)N1CCn2c1nc1ccccc12 | -4 |
| C/C=C(\C)C(=O)Nc1cccc(C2=NOC3(C2)C[C@@H](C(N)=O)N(C(=O)c2cc([N+](=O)[O-])cc([N+](=O)[O-])c2C)C3)c1 (stereo partly drawn) | -2 |
| Cc1cc(C(=O)NCCN2CCN(c3cccc(Cl)c3)CC2)n(-c2ccccc2)n1 | -5 |
| COc1ccc(-c2nnc(SCc3cc(C)ccc3C)n2N)cc1 | -2 |
| Cc1nc([N+](=O)[O-])c(N2CCN(Cc3ccccc3)CC2)n1Cc1ccccc1 | -3 |
| COc1ccc(C(=O)N2CCN(c3ccccn3)CC2)cc1 | -2 |
| COc1ccc(CCNC(=O)COC(=O)c2cnc(C)cn2)cc1OC | 2 |
| CC[C@H]1OC(=O)[C@H](C)[C@@H](O[C@H]2C[C@@](C)(OC)[C@@H](O)[C@H](C)O2)C(C)[C@@H](O[C@@H]2O[C@H](C)C[C@H](N(C)C)[C@H]2O)[C@](C)(O)C[C@@H](C)CN(C)[C@H](C)[C@@H](O)[C@]1(C)O (stereo partly drawn) | -2 |
| C=CCNC(=S)NNC(=O)c1cccn(Cc2ccc(Cl)cc2Cl)c1=O | -5 |
| CN(Cc1ccccc1)C(=O)c1ccc(NC(=O)c2ccccc2)cc1 | 0 |
| COc1cccc(CC(=NO)c2cccc(OC)c2)c1 | 4 |
| COC(=O)[C@]12C[C@H](CC(=O)N3CCCCC3)C(=O)N(Cc3ccc(Cl)cc3Cl)C1=C[C@H](COCc1ccccc1)O[C@@H]2C | 3 |

The list continues:
SMILES	TbREL1 primary
O=c1cc(CSc2n[nH]c(=O)n2C2CC2)c2ccc(O)cc2o1	-1
Cc1cc(N2CCN(S(=O)(=O)c3ccccc3)CC2)c2ccccc2n1	2
COC(=O)COc1cccc(NC(=O)c2cccs2)c1	6
O=C(CN1C(=O)c2ccccc2S1(=O)=O)c1ccccc1F	0
CC(Oc1nc2c(c(=O)n(C)c(=O)n2C)n1C)C1CCCCC1 (stereo not drawn)	-1
CCC(C)(C)n1nnnc1C(c1ccc(O)c(OC)c1)N1CCc2ccccc2C1 (stereo not drawn)	0
O=[N+]([O-])c1cc(S(=O)(=O)N2CCOCC2)ccc1OCc1ccccc1C(F)(F)F	0
COc1ccc([C@H]2CC(=O)C=C(c3c(C)cc(C)cc3C)C2)cc1	1
COc1ccc(NC(=O)CSc2nnc3ccc(-c4ccncc4)nn23)cc1	-1
O=C(NC1CC1)c1cc(OCC(F)(F)F)ccc1OCC(F)(F)F	-4
CC(=O)Nc1ccc(OCC(=O)NCc2ccc(C)cc2)cc1	2
CCc1noc(C)c1C(=O)N1CCN(S(=O)(=O)c2ccc(C)cc2)CC1	1
N#CCCN1CCN(S(=O)(=O)c2ccc(S(=O)(=O)NC3CCCCC3)cc2)CC1	1
Cc1noc2ncnc(Oc3ccccc3)c12	4
COc1ccc(N2C(=O)CC(Nc3cccc(C(C)=O)c3)C2=O)cc1OC (stereo not drawn)	1
CCCCN1CC(=O)N2[C@H]3c4cc(C)ccc4OC[C@@H]3[C@H](C(=O)OCC)[C@]2(C)C1=O	-2
C=C(C)c1ccc(C(C)(C)NC(=O)N(Cc2ccccc2)Cc2ccco2)cc1	-3
O=C(Cc1ccc(NC(=O)C2CCCN(C(=O)C3CC3)C2)cc1)Nc1cccc(C(=O)N2CCCC2)c1 (stereo not drawn)	0
COc1ccc(CNc2nn3c(-c4cccc(C(=O)N(C)C)c4)cnc3s2)cc1	-1
COc1ccc(C(=O)NC2CC(C)(C)Cc3c2cnn3-c2ccccc2C)c(OC)c1OC (stereo not drawn)	-4
COCCn1c(C)cc(C(=O)CSc2nnc(-c3cccnc3)n2-c2ccccc2F)c1C	-1
CC1CCN(C(=O)CSc2nnc(CNc3ccc(F)cc3)n2Cc2ccco2)CC1	-4
O=C(COC(=O)/C=C/c1ccc(C(F)(F)F)cc1)NCC1CCCO1 (stereo not drawn)	0
O=C(Cn1nc(CNc2ccc(Cl)cc2)[n+]2c1CCCCC2)c1ccc(Cl)cc1	3
C#CCOCCOCCOCCNc1nc(N2CCN(C(=O)Cn3cc(CCCN=C(N)N)nn3)CC2)nc(N2CCN(C(=O)[C@H]([C@@H](C)CC)n3cc(CCC(=O)O)nn3)CC2)n1	2
Additional entries
SMILES	TbREL1 primary
CC(=O)Nc1sc2c(c1C(c1ccccn1)N1CCN(C)CC1)CCCC2 (stereo not drawn)	0
O=c1c2cccnc2[nH]c(=S)n1CCC1=CCCCC1	-2
O=C(c1ccc(Cl)c(S(=O)(=O)N2CCCCCC2)c1)N1CCCC1	0
Cc1[nH]c2ccccc2c1CC(=O)Nc1ccc(Nc2cccnc2)c(-c2cc(C(F)(F)F)cc(C(F)(F)F)c2)c1	0
CCCSC1=C(C#N)C(c2cccs2)C(C(=O)Nc2ccccc2)=C(C)N1 (stereo not drawn)	2
Nc1ccc(Oc2ccc3c(c2)OCO3)cc1	-3
O=C(NCCOc1ccccc1)c1cc([N+](=O)[O-])ccc1N1CCOCC1	1
C=CCN1C=C2C(=O)C(C)(OC(=O)c3cnc4ccccc4n3)C(=O)C=C2C=C1/C=C/COC (stereo not drawn)	1
CCn1c(=O)c(=O)[nH]c2cc(C(=O)NC3CC3)ccc21	-1
C[C@@H]1CNC(=O)c2c(C(=O)NC3CCN(C(=O)OC(C)(C)C)CC3)ncn21	0
CC(=O)c1ccc(S(=O)(=O)NCc2ccc(C(=O)N(C)CC(=O)Nc3cccc(F)c3)cc2)cc1	-3
O=C(NCC1CCCO1)c1cc2ccccc2cc1O (stereo not drawn)	-1
Cc1ccc(-c2cc(-c3nnc(SCC(=O)N4c5ccccc5Sc5ccccc54)n3N)[nH]n2)cc1	2
Oc1cccc(C2c3[nH]c4ccccc4c3CCN2Cc2ccc3c(c2)CCO3)c1 (stereo not drawn)	1
CC(Nc1cc(C)cc(C)c1)=[N+](C)CCNS(=O)(=O)c1ccc(Cl)cc1	2
